From PubChem
HER2 expr 66K – lowers expression of human Her2 kinase; hit rate 0.69% among 65,000; SKBR-3 HER2 protein level, AlphaScreen, 18-24 h; hits give low values; AID 645; HER2 level % of control, % at 10 µM;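 active means HER2 level under 5% of the carrier-only control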;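 further: 100% = DMSO carrier and 0% = 500 nM PU-H71 HSP90 inhibitor; lower value means stronger loss of Her2 protein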
Target sequence (P04626 whole entry, looked up): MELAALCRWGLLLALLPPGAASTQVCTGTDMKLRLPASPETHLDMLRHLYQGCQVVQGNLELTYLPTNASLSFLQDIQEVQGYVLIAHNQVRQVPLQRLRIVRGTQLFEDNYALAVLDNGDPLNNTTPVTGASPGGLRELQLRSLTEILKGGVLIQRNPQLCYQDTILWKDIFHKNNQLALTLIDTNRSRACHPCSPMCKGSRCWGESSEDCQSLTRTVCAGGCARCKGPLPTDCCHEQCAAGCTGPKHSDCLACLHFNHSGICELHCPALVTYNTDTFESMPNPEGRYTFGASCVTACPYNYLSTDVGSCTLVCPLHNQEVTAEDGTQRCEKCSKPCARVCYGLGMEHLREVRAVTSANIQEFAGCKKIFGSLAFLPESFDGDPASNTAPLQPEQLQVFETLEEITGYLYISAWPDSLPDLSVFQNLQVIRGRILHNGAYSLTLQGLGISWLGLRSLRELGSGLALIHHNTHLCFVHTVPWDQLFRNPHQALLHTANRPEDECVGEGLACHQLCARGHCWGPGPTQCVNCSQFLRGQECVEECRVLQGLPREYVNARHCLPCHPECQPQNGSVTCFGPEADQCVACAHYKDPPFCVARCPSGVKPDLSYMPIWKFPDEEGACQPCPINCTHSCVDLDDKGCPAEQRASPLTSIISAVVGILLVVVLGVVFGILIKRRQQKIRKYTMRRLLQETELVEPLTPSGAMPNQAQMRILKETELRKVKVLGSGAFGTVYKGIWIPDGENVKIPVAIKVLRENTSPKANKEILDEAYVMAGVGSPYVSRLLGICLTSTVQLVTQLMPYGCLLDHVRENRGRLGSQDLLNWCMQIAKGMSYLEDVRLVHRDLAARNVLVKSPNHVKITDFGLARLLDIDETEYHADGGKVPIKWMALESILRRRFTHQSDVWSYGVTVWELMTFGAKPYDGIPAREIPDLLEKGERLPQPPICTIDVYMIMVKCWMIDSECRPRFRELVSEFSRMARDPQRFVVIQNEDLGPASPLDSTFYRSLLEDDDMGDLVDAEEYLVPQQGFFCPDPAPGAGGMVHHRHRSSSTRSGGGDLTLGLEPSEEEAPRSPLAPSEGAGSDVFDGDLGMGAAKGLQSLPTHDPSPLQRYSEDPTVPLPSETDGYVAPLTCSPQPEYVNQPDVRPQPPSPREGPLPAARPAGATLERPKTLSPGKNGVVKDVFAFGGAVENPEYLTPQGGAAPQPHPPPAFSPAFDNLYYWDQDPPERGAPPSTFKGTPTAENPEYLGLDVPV
Hsp90 inh – displaces geldanamycin probe from tumor Hsp90; P07900; NCI-N417 lysate Hsp90, Cy3B-geldanamycin FP displacement; inhibition, % at 30 µM; hit rate 0.35% among 64,000; AID 429;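 active means inhibition above 50%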;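 further: 0% = tracer plus lysate wells and 100% = tracer alone without lysate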
M1 antag – blocks the rat M1 muscarinic receptor response to acetylcholine | P08482 | CHO-M1 cells, Fluo-4 calcium, ACh EC80 antagonist mode; hits give low values | B-score at 10 µM | hit rate 3.4% among 64,000;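 active means calcium fluorescence response, raw or row-and-column corrected B-score, differing from the plate sample mean either way at a set confidence level, mostly lower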
M1 agonist – activates the M1 muscarinic receptor; CHO-M1 cells, Fluo-4 calcium fluorescence, agonist mode; hits give high values; B-score at 10 µM; hit rate 3% among 64,000;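 active means fluorescence rise, raw or as B-score row- and column-corrected plate score, outside the 99.7% band of its plate's samples, either direction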
Autofluor 339 – intrinsic fluorescence of library compounds, ex339/em460 – biochemical, MLSMR library, data from DPM-DC assay, artefact control, profiling panel. hit rate 5.5% among 65,000. AID 709. compound autofluorescence, ex339/em460 nm, NADH buffer; hits give high values; 1 = no-compound wells, NADH background. fluorescence fold increase at 10 µM;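 active means at 10 µM, mean starting fluorescence two-fold or more over control wells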;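 further: signal is the first read of a kinetic run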
NADH coupling – inhibitors of enzymes used to reach an NAD/NADH endpoint. IC50, µM (highest dose often 10 µM), inactives show top-dose inhibition. coupled PK/LDH NADH assays, four targets. hit rate 0.02% among 65,000;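 active means single-dose screening hits from any of four coupled enzyme assays that gave an IC50 when retested across doses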;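 further: the DPM-DC format reads NADH fluorescence rather than 340 nm absorbance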
Ec RNAP inh – Escherichia coli RNA polymerase inhibition; P0A8V2; E. coli RNA polymerase, fluorescence transcription assay; inhibition, %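 (tested at 10 µM)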; hit rate 0.2% among 62,000; AID 559; in the data active means inhibition above about 20%;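 further: 0% = enzyme without compound and 100% = no enzyme blank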
HTR1A agonist – agonists of human 5-HT1a serotonin receptor; P08908; CHO 5-HT1a Ga15 NFAT-bla reporter, FRET ratio; 0% basal, 100% maximal reference agonist; activation, % at 10 µM; hit rate 0.56% among 65,000; AID 567;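 active means activation above the screen-wide mean activation plus 3 SD, cut at about 19% in these data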;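 further: 0% = DMSO wells and 100% = 5-CT at EC100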
D1 allo mod – allosteric modulators of human D1 dopamine receptor | P21728 | HEK293 D1, CRE-luciferase, dopamine EC30 potentiation; actives deviate in either direction | B-score at 10 µM | hit rate 5.9% among 58,000;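 active means luminescence count or its row- and column-corrected plate score outside the 99.7% band of the plate's sample wells, on either side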
* hit, by the source's call; [ ] = another dose, or the depositor's remark.

`COc1ccc(S(=O)(=O)N2Cc3ccccc3CC2C(=O)N2CCOCC2)cc1` (centres undefined) gave HER2 expr 66K 70.5, Hsp90 inh -4.0, M1 antag -0.035, M1 agonist -0.47, Autofluor 339 1.11, NADH coupling 6.0%, Ec RNAP inh 2.2 and HTR1A agonist -0.1.
For c1ccc(CSc2nnc(NC3=NCCCCC3)s2)cc1 the results were HER2 expr 66K 100.5, Hsp90 inh -5.0, M1 antag -1.93, M1 agonist -0.343, Autofluor 339 1.03, NADH coupling 1.0%, Ec RNAP inh -2.7, HTR1A agonist 0.9 and D1 allo mod 1.69.
For Cc1csc(NC(=O)C(Cc2ccccc2)n2cccc2)n1 (centres undefined) the results were HER2 expr 66K 110.3, Hsp90 inh -4.0, M1 antag -1.18, M1 agonist 0.372, Autofluor 339 1.01, NADH coupling 3.0%, Ec RNAP inh 6.8, HTR1A agonist -1.5 and D1 allo mod -1.59.
`CCOC(=O)C1CCCN(C(=O)c2ccc(CS(=O)(=O)Cc3ccccc3C)o2)C1` (centres undefined) gave HER2 expr 66K 85.6, Hsp90 inh 3.3, M1 antag 0.605, M1 agonist 0.948, Autofluor 339 1.06, NADH coupling 2.0%, Ec RNAP inh 1.2, HTR1A agonist -1.2 and D1 allo mod 0.0464.
`OCC(CO)(CO)n1cnnn1` gave HER2 expr 66K 93.8, Hsp90 inh -3.8, M1 antag -0.0394, M1 agonist -0.322, Autofluor 339 1.08, NADH coupling 5.0%, Ec RNAP inh 9.2, HTR1A agonist 0.3 and D1 allo mod 3.45*.
Screening CCC(Sc1nccn1C)C(=O)Nc1cccc2ccccc12 (centres undefined) returned HER2 expr 66K 89.1, Hsp90 inh -4.2, Autofluor 339 1.08, NADH coupling 14.0%, Ec RNAP inh 7.2, HTR1A agonist -2.1 and D1 allo mod 0.22.
Screening N=c1c2c3c(sc2ncn1CCN1CCOCC1)CCCC3 returned HER2 expr 66K 124.5, Hsp90 inh -1.4, M1 antag -1.03, M1 agonist 0.00305, Autofluor 339 1.04, NADH coupling 5.0%, Ec RNAP inh 5.4 and HTR1A agonist 4.2.
`O=CN1CC(=O)N(c2ccccc2)c2c([nH]c3ccccc23)C1` gave HER2 expr 66K 91.2, Hsp90 inh -2.5, M1 antag -0.0281, M1 agonist -0.322, Autofluor 339 1, NADH coupling 5.0%, Ec RNAP inh -0.1, HTR1A agonist -0.8 and D1 allo mod 1.85.
Screening COc1ccc(Cn2c(C3CC3)nc3ccc(NC(=O)C4CC4)cc3c2=O)cc1 returned HER2 expr 66K 107.5, Hsp90 inh -2.6, M1 antag 0.343, M1 agonist -0.253, Autofluor 339 1.19, NADH coupling 5.0%, Ec RNAP inh 6.6, HTR1A agonist 3.2 and D1 allo mod 0.0193.
Screening CC(C)OC(=O)CSc1n[nH]c(-c2cccnc2)n1 returned HER2 expr 66K 89.3, Hsp90 inh -0.1, M1 antag -0.128, M1 agonist 0.631, Autofluor 339 1.01, NADH coupling 8.0%, HTR1A agonist -2.4 and D1 allo mod -0.207.
`Cc1nc2nc(SCC(=O)NCc3ccco3)nn2c(C)c1Cc1ccccc1` gave HER2 expr 66K 154.4, Hsp90 inh -7.2, M1 antag -0.902, M1 agonist 1.02, Autofluor 339 0.99, NADH coupling 2.0%, Ec RNAP inh 9.8, HTR1A agonist -0.5 and D1 allo mod 0.0467.
`CCN1C(=O)/C(=C\N2CCN(c3cccc(Cl)c3)CC2)SC1=S` gave HER2 expr 66K 81.4, Hsp90 inh 2.4, M1 antag 0.609, M1 agonist -0.221, Autofluor 339 1.01, NADH coupling 4.0%, Ec RNAP inh 1.1, HTR1A agonist -2.0 and D1 allo mod -0.512.
For COc1ccc(CNC(=O)C2CSC(=O)C2)cc1 (centres undefined) the results were HER2 expr 66K 97.1, Hsp90 inh -1.3, M1 antag 0.692, M1 agonist -1.07, Autofluor 339 1.12, NADH coupling 4.0%, Ec RNAP inh 2.8 and HTR1A agonist -3.4.
For CCOC(=O)C1=C(N)N2C(=O)CSC2=C(C(=O)OC)C1 the results were HER2 expr 66K 101.2, Hsp90 inh -13.9, M1 antag 0.623, M1 agonist -0.395, Autofluor 339 1.15, NADH coupling 4.0%, Ec RNAP inh 6.9 and HTR1A agonist 0.0.
Screening CC(=O)c1cccc(NC(=O)CN2C(=O)COc3ccc(Cl)cc32)c1 returned HER2 expr 66K 62.5, Hsp90 inh -1.0, M1 antag 0.125, M1 agonist -0.493, Autofluor 339 1.18, NADH coupling 5.0%, Ec RNAP inh -1.2, HTR1A agonist -5.1 and D1 allo mod -1.25.
O=C(CSC1=NCCS1)N1CCOCC1 was read as HER2 expr 66K 86.9, Hsp90 inh -0.4, M1 antag 2.1*, M1 agonist -1.48, Autofluor 339 1.08, NADH coupling 5.0%, Ec RNAP inh 7.3 and HTR1A agonist -0.7.
Screening COc1ccc(-c2nnc3sc(COc4ccc(C)cc4)nn23)cc1 returned HER2 expr 66K 90.3, Hsp90 inh -0.2, M1 antag -0.252, M1 agonist 0.0855, Autofluor 339 1.14, NADH coupling 5.0%, Ec RNAP inh 2.7, HTR1A agonist -3.3 and D1 allo mod -0.489.
CCOC(=O)c1n[nH]c2ccccc12 was read as HER2 expr 66K 121.0, Hsp90 inh -3.8, M1 antag 0.264, M1 agonist 0.949, Autofluor 339 1.05, NADH coupling 2.0%, Ec RNAP inh 6.0 and HTR1A agonist 6.1.
Screening CC(=O)OCCn1c(Br)nc2c1c(=O)[nH]c(=O)n2C returned HER2 expr 66K 91.0, Hsp90 inh -0.8, M1 antag -0.349, M1 agonist -0.0713, Autofluor 339 1.17, NADH coupling 2.0%, Ec RNAP inh 5.0, HTR1A agonist -2.0 and D1 allo mod 0.0114.
Screening Cc1ccc(N2CC(C(=O)Oc3cccc(N4C(=O)CCC4=O)c3)CC2=O)cc1 (centres undefined) returned HER2 expr 66K 94.4, Hsp90 inh 0.4, M1 antag 0.739, M1 agonist -1.03, Autofluor 339 1.11, NADH coupling 6.0%, Ec RNAP inh 6.0, HTR1A agonist 1.0 and D1 allo mod -0.0485.

Continued; it opens with the 3 that closed the last part.
CCOC(=O)c1n[nH]c2ccccc12 was read as HER2 expr 66K 121.0, Hsp90 inh -3.8, M1 antag 0.264, M1 agonist 0.949, Autofluor 339 1.05, NADH coupling 2.0%, Ec RNAP inh 6.0 and HTR1A agonist 6.1.
Screening CC(=O)OCCn1c(Br)nc2c1c(=O)[nH]c(=O)n2C returned HER2 expr 66K 91.0, Hsp90 inh -0.8, M1 antag -0.349, M1 agonist -0.0713, Autofluor 339 1.17, NADH coupling 2.0%, Ec RNAP inh 5.0, HTR1A agonist -2.0 and D1 allo mod 0.0114.
Screening Cc1ccc(N2CC(C(=O)Oc3cccc(N4C(=O)CCC4=O)c3)CC2=O)cc1 (centres undefined) returned HER2 expr 66K 94.4, Hsp90 inh 0.4, M1 antag 0.739, M1 agonist -1.03, Autofluor 339 1.11, NADH coupling 6.0%, Ec RNAP inh 6.0, HTR1A agonist 1.0 and D1 allo mod -0.0485.
For C=CCn1c(=O)[nH]c2cc(C(=O)N3CCN(c4cccc(Cl)c4)CC3)ccc2c1=O the results were HER2 expr 66K 62.7, M1 antag -1.08, M1 agonist -0.57, Autofluor 339 1.13, NADH coupling 0.0%, Ec RNAP inh 1.5, HTR1A agonist 2.9 and D1 allo mod 0.231.
Screening CCOc1ccc(NCc2nnc(SCC(=O)Nc3cc(C)on3)n2-c2ccc(OC)cc2)cc1 returned HER2 expr 66K 98.9, Hsp90 inh 7.4, M1 antag -0.0394, M1 agonist 0.0602, Autofluor 339 1.08, NADH coupling 1.0%, Ec RNAP inh 25.1*, HTR1A agonist -1.5 and D1 allo mod -0.025.
For O=C(CCS(=O)(=O)c1ccc(Br)cc1)N1CCN(c2ccccc2F)CC1 the results were HER2 expr 66K 107.9, Hsp90 inh -0.2, M1 antag -0.0365, M1 agonist 0.0217, Autofluor 339 1.06, NADH coupling 2.0%, Ec RNAP inh -3.6, HTR1A agonist -3.0 and D1 allo mod -0.0352.
Screening O=C(NC1CCCC1)C(c1ccccn1)N(C(=O)c1csnn1)C1CC1 (centres undefined) returned HER2 expr 66K 70.9, Hsp90 inh -3.0, M1 antag 1.22, M1 agonist 0.0322, Autofluor 339 1.09, NADH coupling 7.0%, Ec RNAP inh 13.7, HTR1A agonist -4.3 and D1 allo mod -0.492.
For CCOC(=O)N1CCN(C(=O)c2cn(CC(C)C)c(=O)c3c2c2ccccc2n3C)CC1 the results were HER2 expr 66K 85.2, Hsp90 inh -4.9, M1 antag -0.19, M1 agonist 0.109, Autofluor 339 4.18*, NADH coupling 15.0%[fluoresces], Ec RNAP inh 6.4, HTR1A agonist 0.3 and D1 allo mod 1.13.
`Cc1ccc(N(CC(=O)O)S(C)(=O)=O)cc1Cl` gave HER2 expr 66K 92.8, Hsp90 inh -1.7, M1 antag -0.0851, M1 agonist -0.525, Autofluor 339 1.07, NADH coupling 6.0%, Ec RNAP inh 2.8, HTR1A agonist -3.5 and D1 allo mod -1.23.
For CCSc1nnc(NC(=O)C2Cc3ccccc3CN2C(=O)c2ccco2)s1 (centres undefined) the results were HER2 expr 66K 66.0, Hsp90 inh -9.5, M1 antag -1.68, M1 agonist -1.06, Autofluor 339 1.03, NADH coupling 4.0%, Ec RNAP inh 6.4, HTR1A agonist -0.6 and D1 allo mod -0.0291.
O=C(N1CCN=C1SCc1cccnc1)C12CC3CC(CC(C3)C1)C2 was read as HER2 expr 66K 48.9, Hsp90 inh -3.0, M1 antag 0.538, M1 agonist -0.824, Autofluor 339 1.09, NADH coupling 8.0%, Ec RNAP inh -0.6, HTR1A agonist 0.8 and D1 allo mod 0.053.
`CCc1c(C)sc(NC(=O)c2cc(C3CC3)on2)c1C#N` gave HER2 expr 66K 94.1, Hsp90 inh -2.8, M1 antag 0.0426, M1 agonist -0.774, Autofluor 339 0.99, NADH coupling 4.0%, Ec RNAP inh 7.3, HTR1A agonist -0.1 and D1 allo mod -0.735.
O=C(CN1CCN(c2ccccc2)CC1)N1CCN(c2ccccc2)CC1 was read as HER2 expr 66K 91.8, Hsp90 inh 0.1, M1 antag -0.804, M1 agonist 1.1, Autofluor 339 1.13, NADH coupling 6.0%, HTR1A agonist -0.6 and D1 allo mod -0.0159.
`O=C(COc1ccccc1)Nc1ccc2c(c1)nc1n2CCSC1` gave HER2 expr 66K 80.6, Hsp90 inh -4.3, M1 antag 0.0235, M1 agonist -1.08, Autofluor 339 1.17, NADH coupling 1.0%, Ec RNAP inh 7.5, HTR1A agonist -0.4 and D1 allo mod 0.0908.
Screening CCc1nn(CC(=O)NCCCN(CC)Cc2ccccc2)c(=O)c2cc3sccc3n12 returned HER2 expr 66K 96.9, Hsp90 inh -4.3, M1 antag -0.317, M1 agonist 0.325, Autofluor 339 1.08, NADH coupling 6.0%, Ec RNAP inh 6.6, HTR1A agonist -0.2 and D1 allo mod -4.58*.
CCOC(=O)c1ccc(Nc2c(CC)c(C)nc3ncnn23)cc1 was read as HER2 expr 66K 103.2, Hsp90 inh -1.4, M1 antag -0.31, M1 agonist 0.57, Autofluor 339 0.84, NADH coupling 7.0%, Ec RNAP inh 1.3, HTR1A agonist 0.1 and D1 allo mod 0.101.
For CCOC(=O)c1c(C)c(C(=O)NCc2ccccn2)c(C)n1CC the results were HER2 expr 66K 104.5, Hsp90 inh -2.6, M1 antag -0.243, M1 agonist -0.996, Autofluor 339 1.11, NADH coupling 4.0%, Ec RNAP inh 3.8 and HTR1A agonist -1.9.
Cc1oc(-c2ccccc2)[n+]([O-])c1C was read as HER2 expr 66K 91.7, Hsp90 inh -0.3, M1 antag 1.04, M1 agonist 0.00464, Autofluor 339 1.07, NADH coupling 5.0%, Ec RNAP inh 5.6, HTR1A agonist -1.5 and D1 allo mod 0.274.
Screening Cc1csc2nc(CSc3ccc(Cl)cc3)cn12 returned HER2 expr 66K 95.0, Hsp90 inh -3.7, M1 antag 0.321, M1 agonist 1.14, Autofluor 339 1.05, NADH coupling 4.0%, Ec RNAP inh 8.4, HTR1A agonist 0.4 and D1 allo mod -2.73.
